DAX1 inh-1 – DAX1 (NR0B1) inhibitors on StAR promoter, primary screen, cell-based, luminescence, SF-1 (NR5A1), full-length DAX-1. inhibition, % at 6.8 µM. HEK293T StAR-luciferase reporter, SF-1/DAX-1 repression relief. 370,000 compounds, 1.1% hits. AID 652010, 2013;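 active means inhibition above the mean over all tested compounds plus 3 SD, cut at about 3.6% in these data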;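 further: 0% = DAX-1 cells with DMSO and 100% = cells lacking DAX-1 with DMSO; higher inhibition means more luminescence from relief of DAX-1 repression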
proKLK7 act – proKLK7 zymogen activators, primary screen, biochemical, fluorescence intensity | 370,000 compounds, 0.9% hits | purified proKLK7, EDANS-DABCYL substrate fluorescence; 100% is mature enzyme control, 0% vehicle | activation, % at 7 µM;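 active means activation above the mean of all tested compounds plus 3 SD, computed per campaign excluding outliers beyond control limits, cut at about 13% in these data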
Target sequence (P49862 whole entry, looked up): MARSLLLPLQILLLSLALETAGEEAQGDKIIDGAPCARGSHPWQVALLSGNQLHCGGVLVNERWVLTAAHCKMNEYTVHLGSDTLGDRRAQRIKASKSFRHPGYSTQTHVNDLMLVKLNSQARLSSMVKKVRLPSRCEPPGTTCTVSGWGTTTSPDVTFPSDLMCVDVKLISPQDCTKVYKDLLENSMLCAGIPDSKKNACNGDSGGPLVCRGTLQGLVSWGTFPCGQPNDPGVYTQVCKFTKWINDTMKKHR
DAX1 inh-2 – DAX1 (NR0B1) inhibitors, primary screen, cell-based, HEK293, Gal4-DAX1, luciferase luminescence; HEK293 Gal4-DAX1 luciferase reporter; inhibition, % at 6.75 µM; 340,000 compounds, 0.99% hits; AID 504766, 2011;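 active means inhibition above the mean over all tested compounds plus 3 SD, cut at about 4.2% in these data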;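 further: 0% = DAX1-transfected cells with DMSO and 100% = empty-vector control cells with DMSO; inhibition shows as a rise in luminescence from relieved DAX1 repression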
Target sequence (P51843 207-470 limits assumed): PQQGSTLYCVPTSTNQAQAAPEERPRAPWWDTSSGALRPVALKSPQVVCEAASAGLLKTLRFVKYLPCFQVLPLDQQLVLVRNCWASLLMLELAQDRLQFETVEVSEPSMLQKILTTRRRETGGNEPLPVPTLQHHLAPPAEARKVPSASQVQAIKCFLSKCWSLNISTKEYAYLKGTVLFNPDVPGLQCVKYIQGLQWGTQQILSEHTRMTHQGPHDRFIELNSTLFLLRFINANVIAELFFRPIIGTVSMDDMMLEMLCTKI
hcDAF12 agonist – H. contortus DAF-12 nuclear receptor activators, primary screen, cell-based, luminescence, HEK293, lit1-tk-luc reporter. HEK293 hcDAF-12 lit1-tk-luc reporter; 0% DMSO, 100% Δ7-dafachronic acid. activation, % at 6.8 µM. 370,000 compounds, 1.4% hits. AID 652067, 2013;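 active means activation above the mean of all tested compounds plus 3 SD, cut at about 5.5% in these data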;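 further: 100% = response to 3 µM Δ7-dafachronic acid high control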
GC-B act – human GC-B receptor activators, primary screen, HEK293 GC-B cells, cGMP TR-FRET, EC30 CNP. Atrial natriuretic peptide receptor 2 (Homo sapiens), P20594. 0% at EC30 CNP, 100% saturating CNP. activation, % at 10 µM. 370,000 compounds, 0.11% hits. AID 1920062, 2024;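 active means activation at 10 µM reaching about 35% in either raw or pattern-adjusted values, limit read from the data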
SMARCA2 activ – SMARCA2 (BRM) function activators, primary screen, cell-based, luminescence, high throughput; 370,000 compounds, 1% hits; AID 652017, 2013; MG213 cells, MMTV-luciferase reporter, dexamethasone, overnight; activation, % at 9.1 µM; in the data active means activation above about 7.8%;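 further: 0% = vehicle wells and 100% = reference activator wells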
hgDAF12 agonist – H. glycines DAF-12 receptor agonists, primary screen, cell-based, luminescence, HEK293, GAL4 fusion, UAS-luciferase. Nuclear hormone receptor DAF-12 (Heterodera glycines), GAL4 fusion. HEK293 GAL4-hgDAF12 UAS-luciferase reporter, agonist luminescence; normalized to butyrate control. activation, % at 6.8 µM. 370,000 compounds, 1.8% hits. AID 687014, 2013;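 active means activation above a cutoff set at the mean of all screened compounds plus 3 SD, cut at about 10% in these data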;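 further: 0% = DMSO wells and 100% = sodium butyrate wells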
GC-A act – GC-A stimulated cGMP production enhancers – HEK293 GC-A cells, cGMP TR-FRET, EC30 ANP, primary screen; Atrial natriuretic peptide receptor 1 (Homo sapiens), P16066; 0% at EC30 ANP, 100% saturating ANP; activation, % at 10 µM; 370,000 compounds, 0.14% hits; in the data active means activation above about 40%
ssDAF12 agonist – S. stercoralis DAF-12 nuclear receptor activators, primary screen, cell-based, luminescence, HEK293, GRIP1 co-expression, lit1-tk-luc; HEK293 ssDAF-12/GRIP1 lit1-tk-luc reporter; % of 3 µM dafachronic acid response; activation, % at 6.8 µM; Nuclear hormone receptor DAF-12 (Strongyloides stercoralis); 370,000 compounds, 1% hits;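 active means activation above the mean over all tested compounds plus 3 SD, cut at about 0.9% in these data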;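 further: 0% = DMSO-only wells and 100% = 3 µM delta7-dafachronic acid wells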
FXN GAA850 act – FXN promoter activators, primary screen, cell-based, luciferase luminescence, HEK293 lucGAA850; 360,000 compounds, 0.56% hits; HEK293 lucGAA850 FXN promoter luciferase reporter, 24 h; percent of 10 µM SAHA response; activation, % at 6 µM; AID 540364, 2011;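 active means activation above the average of all compounds screened plus 3 SD, cutoff fixed separately per campaign, cut at about 7.5% in these data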;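 further: 0% = DMSO wells and 100% = 10 µM SAHA wells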
sPLA2-III inh – human group III sPLA2 inhibitors, primary screen, biochemical, QFRET, BODIPY PC-A2 liposome substrate. 370,000 compounds, 0.56% hits. inhibition, % at 12.2 µM. Group 3 secretory phospholipase A2 (Homo sapiens), Q9NZ20. AID 743126, 2013. QFRET BODIPY PC-A2 liposome hydrolysis, fluorescence;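 active means inhibition above mean plus 3 SD of compounds lying within the high and low control bounds, cut at about 19% in these data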;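 further: 0% = median of test compound wells and 100% = no enzyme DMSO wells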
Target sequence (Q9NZ20 whole entry, looked up): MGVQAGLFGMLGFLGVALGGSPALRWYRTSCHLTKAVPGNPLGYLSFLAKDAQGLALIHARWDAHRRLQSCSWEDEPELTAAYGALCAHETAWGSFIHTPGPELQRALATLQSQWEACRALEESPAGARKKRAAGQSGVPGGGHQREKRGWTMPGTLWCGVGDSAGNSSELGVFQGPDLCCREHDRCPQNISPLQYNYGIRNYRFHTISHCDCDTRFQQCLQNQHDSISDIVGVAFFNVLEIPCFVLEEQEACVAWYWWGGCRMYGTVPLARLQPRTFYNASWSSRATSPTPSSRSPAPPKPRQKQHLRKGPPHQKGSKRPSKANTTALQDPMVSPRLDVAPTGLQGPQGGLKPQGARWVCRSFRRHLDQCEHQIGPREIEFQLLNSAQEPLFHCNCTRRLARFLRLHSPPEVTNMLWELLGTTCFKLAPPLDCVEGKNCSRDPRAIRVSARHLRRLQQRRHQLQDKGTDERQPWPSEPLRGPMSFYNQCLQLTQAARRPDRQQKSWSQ
An asterisk follows results filed as active; nt = no result given. Rows were taken by chance. Share with any hit: about 6.7%.

SMILES	DAX1 inh-1	proKLK7 act	DAX1 inh-2	hcDAF12 agonist	GC-B act	SMARCA2 activ	hgDAF12 agonist	GC-A act	ssDAF12 agonist	FXN GAA850 act	sPLA2-III inh
CCC(C)c1ccc(NC(=S)Nc2ccc(OC)cc2C)cc1 (stereo unspecified)	-0.1	0.1	0.0	1.5	4.8	-0.4	-2.8	1.6	-1.4	0.2	6.5
COc1ccc(-c2cc(C(=O)N(C)CC(=O)Nc3ccccc3Cl)c3ccccc3n2)cc1OC	-4.5	5.2	-3.0	-0.7	5.5	0.0	-4.6	2.2	-1.2	-6.2	-25.3
Cc1cccc(OCCCC(=O)O)c1C	0.3	1.0	-0.7	-1.6	3.7	-1.1	-0.2	-1.9	-0.8	0.9	4.3
COc1ccc(-c2noc(CSc3nnc(CCc4ccccc4)n3-c3ccccc3)n2)cc1OC	0.2	0.1	-2.8	-1.9	0.8	6.9	0.7	-4.1	-2.4	-1.5	-39.4
O=c1[nH]c(SCc2nc3ccccc3c(=O)n2-c2ccccc2C(F)(F)F)nc2ccccc12	0.1	-0.1	-1.5	-2.0	1.4	3.5	-2.3	-0.8	-1.2	-2.7	-18.4
CC[N+](CC)=N/N=C1\C=CC[N+]([O-])=C1	-0.4	-0.6	nt	1.2	-5.3	0.0	-0.4	0.6	-0.1	nt	-3.0
O=C1C(Oc2ccccc2)C(c2cccs2)N1Cc1ccc2c(c1)OCO2 (stereo unspecified)	-0.1	0.1	0.3	-1.7	-6.8	0.0	-0.4	-1.4	-1.5	-1.2	-3.6
COc1ccc(CCNC(=O)C2CCCN(S(C)(=O)=O)C2)cc1 (stereo unspecified)	0.0	0.3	-0.8	-1.3	-0.4	-2.3	-0.9	-0.1	-1.6	0.1	3.5
CCOc1ccc(S(=O)(=O)N(C)c2ccc(OCC(=O)NCC3CCCO3)cc2)cc1 (stereo unspecified)	0.0	0.2	0.8	-1.1	5.7	-4.5	-0.8	1.5	-1.5	0.2	8.0
O=S(=O)(Nc1ccc(C(F)(F)F)cc1)c1cnc[nH]1	-0.1	-0.3	-0.5	0.0	-5.0	-1.0	0.3	1.3	-1.0	-2.3	-40.0
O=C1CCC2(CCC(c3ccccc3)CC2)N1CC[C@@H](O)c1ccccc1 (stereo partly specified)	nt	nt	nt	-2.7	1.6	nt	2.8	-1.8	-1.6	nt	-1.6
O=C(NCc1ccccc1Cl)c1ccc2c(=O)n(CC3CCCO3)c(=S)[nH]c2c1 (stereo unspecified)	-0.2	0.3	-1.2	-0.8	-7.9	-2.0	1.7	-3.1	-1.5	2.1	5.1
O=C(NCc1cccs1)c1cc(-c2ccccc2)nc2ccccc12	-1.4	0.0	-1.1	-2.2	-1.0	-4.0	-4.4	3.5	-1.8	0.8	7.7
Cc1ccc(S(=O)(=O)N2CCCCC2)cc1C(=O)NCCc1ccccc1	0.0	-0.2	-0.4	-0.5	4.5	-0.4	-0.8	3.1	-0.6	0.1	-1.7
COc1cc2c(cc1OC)C(c1ccc(SC)cc1)CC(=O)N2 (stereo unspecified)	-0.4	-0.8	1.3	-3.3	0.2	-2.2	-3.2	-3.6	-1.2	-0.2	4.8
COc1ccc(-c2nnc3ccc(SCC(=O)Nc4nccs4)nn23)cc1OC	0.0	-0.2	-0.3	-2.1	-1.8	-1.1	-0.4	0.1	-1.6	2.8	1.5
CCN(CC)CCCN(Cc1cc2cc3c(cc2[nH]c1=O)OCO3)C(=S)Nc1ccccc1	-0.2	3.2	0.4	-0.1	-0.5	4.5	-0.5	-1.8	-1.2	-1.7	0.9
Cc1ccc(S(=O)(=O)c2ncccc2N)cc1	0.8	0.3	-0.4	-0.9	-2.6	-1.8	-0.6	3.7	-1.5	1.3	6.4
COc1ccc(C(=O)N2CCCC(c3nc(-c4ccc(OC)c(OC)c4)no3)C2)c(OC)c1 (stereo unspecified)	-1.2	-0.2	-1.6	-0.2	-0.8	-2.9	-0.2	-1.9	-0.8	1.8	-0.4
COc1ccccc1C1CC(c2ccc(NS(C)(=O)=O)cc2)=NN1S(=O)(=O)c1ccccc1 (stereo unspecified)	0.6	0.3	-0.2	-2.5	-3.0	-2.8	1.2	-4.5	-1.2	-1.4	-21.2
COc1ccc(C(CC(=O)Nc2ccc(C)cc2)NC(=O)C(F)(F)F)cc1 (stereo unspecified)	0.6	0.0	-3.4	0.8	1.8	-0.3	0.5	0.6	-0.9	-6.4	-2.5
COc1ccc(NC(=O)CSCC(=O)N2CCCc3ccccc32)cc1	0.3	0.4	0.3	2.4	-2.9	3.5	-0.6	-1.0	0.8	0.8	-0.1
CCCC(=O)N1CCN(c2ccc(NC(=O)c3ccccc3)cc2)CC1	-0.8	0.3	-1.3	-1.5	-1.4	-2.3	-1.1	-4.8	-1.1	0.6	11.3
Cc1ccc2ccc(S(=O)(=O)n3nc(C)cc3C)cc2c1	-0.1	0.3	-0.3	-2.8	-0.3	0.0	-0.6	-2.2	-1.5	0.6	-9.4
CCCNC(=O)CSc1ccc(S(=O)(=O)N2CCCCC2)cn1	0.0	0.0	-1.6	-1.0	3.2	-3.0	0.6	1.8	-0.7	0.0	0.6
COc1ccc(S(=O)(=O)NC(=O)C2(C)CCN2C(=O)CC2CCCCC2)cc1OC (stereo unspecified)	0.3	-0.7	nt	-1.0	4.4	-2.3	5.9	1.5	-1.4	1.3	-3.7
COCCN(C(=O)CC1OC(=O)c2ccccc21)c1c(N)n(Cc2ccccc2)c(=O)[nH]c1=O (stereo unspecified)	1.6	0.2	-0.2	-0.3	-2.1	1.2	-0.1	0.6	0.1	0.8	5.2
CCOC(=O)c1c(C)c(C#N)c2c3ccccc3ccn12	0.1	0.4	-0.1	-1.2	-12.5	1.8	0.5	21.5	-1.1	0.4	1.9
Cn1c(=O)oc2cc(S(=O)(=O)N3CCC(C(=O)N4CCc5ccccc5C4)CC3)ccc21	-0.5	-0.1	1.2	-1.2	-0.4	-2.2	-0.3	-1.2	-1.1	-1.6	6.5
O=C(Nc1cccc(F)c1)NC1CCN(Cc2ccccc2)CC1	-0.5	-0.3	2.8	-0.1	-3.2	-5.5	-1.7	-2.4	-1.9	-0.6	-9.1
COc1ccc(/C=C(\C#N)C(=O)Nc2cc(S(=O)(=O)N3CCOCC3)ccc2N2CCCC2)cc1	0.4	-1.3	-0.6	-1.6	5.6	-0.4	1.1	9.7	-1.7	0.9	-14.8
O=C(Nc1ccccc1Cl)c1ccc(C(=O)Nc2ccccc2Cl)cc1	-0.3	0.0	1.9	-0.7	-4.2	-6.2	-3.0	-3.3	-1.2	1.3	10.9
O=C(NC(=O)N1CCN(c2cccc(Cl)c2)CC1)c1ccccc1	2.4	0.1	-0.3	-0.8	0.4	2.4	-1.9	-2.6	-1.7	2.1	10.6
CCN(C(=O)CN1c2ccccc2CC1C)c1c(N)n(Cc2ccccc2)c(=O)[nH]c1=O (stereo unspecified)	0.3	0.6	-0.3	-1.4	3.8	1.4	-1.9	7.9	-1.2	0.4	0.9
COc1ccc(-c2nc3ccccc3n2Cc2ccccc2)cc1	-0.8	0.8	0.1	1.1	38.9*	-0.3	-0.7	37.5	-0.9	1.5	-8.6
Cn1c2nc3ccccc3c-2nc2ccccc21	2.2	0.3	2.3	8.3*	-12.8	5.7	15.7*	-10.5	0.3	11.0*	4.0
CC1CCN(c2cc(N3CCOCC3)c(F)cc2[N+](=O)[O-])CC1	-0.8	-0.2	0.6	-3.0	-9.6	0.1	1.1	4.4	-0.9	1.9	4.2
N#C/C(=C\c1ccc(Cl)c([N+](=O)[O-])c1)c1ccccn1	1.3	-0.6	0.7	-1.3	nt	0.8	4.6	nt	-1.1	-0.4	0.7
CC1CCCC(C)N1C(=O)COC(=O)C(Cc1ccccc1)NC(=O)c1cccs1 (stereo unspecified)	-0.1	0.0	1.1	3.4	0.1	-3.8	1.1	2.0	-2.0	0.5	-7.2
O=C1N=C2N(CCN3CCCCC3)c3ccccc3N2/C1=C\c1ccc([N+](=O)[O-])s1	-0.5	0.7	0.2	-2.2	4.2	-1.0	-0.8	-8.5	-1.2	0.1	-4.5
Oc1cccc(/C=N/N(Cc2ccccc2)c2ccccc2)c1	-1.2	-0.4	0.3	1.9	-5.1	-4.4	0.7	-11.7	-0.5	0.3	-10.4
CC(C)CCNC(=O)NC(=O)CSc1nnc2ccccn12	0.6	0.4	0.1	-0.4	-4.0	3.5	0.7	2.1	-1.2	3.7	3.9
COc1ccc(CNC(=O)c2nn(-c3ccccc3)cc2OC)cc1	-0.1	-1.1	-0.9	-2.1	-4.2	-3.4	-3.7	-0.5	-1.3	3.6	-9.4
CCN=C1SCC(=O)N1c1ccc(OC)cc1	0.3	0.1	1.2	-2.5	2.4	-3.4	1.3	5.0	-1.5	-0.7	6.9
COC(=O)Cc1ccc(NC(=S)NCCCO)cc1	-1.1	0.4	-1.2	0.4	-4.7	2.2	-0.9	1.6	-1.3	1.6	-4.3
O=C1N=C(N2CCCC2)S/C1=C\c1ccccc1	0.5	-0.2	1.2	-2.1	-10.4	0.8	1.1	-10.3	-1.2	-0.9	-0.5
Cc1ccc(C(C(=O)NC(C)(C)C)N(C(=O)c2csnn2)c2cccc(F)c2)o1 (stereo unspecified)	-0.2	0.9	0.2	-2.1	-6.4	-4.1	-3.1	-9.9	-1.1	-1.4	4.5
Cc1ccc(C)c(S(=O)(=O)Nc2cc3c4c(c2)CCN4C(=O)CC3)c1	2.4	0.1	0.0	-0.1	0.5	-2.9	-2.0	-2.4	-1.3	2.6	-2.3
COc1ccc([C@@H]2C[C@H](c3ccccc3)Oc3cc(OC)c(OC)c(OC)c32)cc1	0.7	0.9	2.0	1.0	-0.5	3.9	1.7	0.0	-0.9	1.2	0.0

Two compounds from above with just ssDAF12 agonist.
SMILES	ssDAF12 agonist
COc1ccc(-c2cc(C(=O)N(C)CC(=O)Nc3ccccc3Cl)c3ccccc3n2)cc1OC	-1.2
Cc1cccc(OCCCC(=O)O)c1C	-0.8

Screens as filed in PubChem BioAssay.
